# PP5 primary: blocks human protein phosphatase 5 activity | P53041 | purified PP5c, OMFP substrate fluorescence | inhibition, % at 6.7 µM | actives 0.18% (n = 320,000) | AID 1987;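 active means inhibition above the campaign's mean inhibition across all tested compounds plus 3 SD, cut at about 9.5% in these data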;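 further: 0% = DMSO only and 100% = 100 µM cantharidin control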
# Target sequence (P53041 whole entry, looked up): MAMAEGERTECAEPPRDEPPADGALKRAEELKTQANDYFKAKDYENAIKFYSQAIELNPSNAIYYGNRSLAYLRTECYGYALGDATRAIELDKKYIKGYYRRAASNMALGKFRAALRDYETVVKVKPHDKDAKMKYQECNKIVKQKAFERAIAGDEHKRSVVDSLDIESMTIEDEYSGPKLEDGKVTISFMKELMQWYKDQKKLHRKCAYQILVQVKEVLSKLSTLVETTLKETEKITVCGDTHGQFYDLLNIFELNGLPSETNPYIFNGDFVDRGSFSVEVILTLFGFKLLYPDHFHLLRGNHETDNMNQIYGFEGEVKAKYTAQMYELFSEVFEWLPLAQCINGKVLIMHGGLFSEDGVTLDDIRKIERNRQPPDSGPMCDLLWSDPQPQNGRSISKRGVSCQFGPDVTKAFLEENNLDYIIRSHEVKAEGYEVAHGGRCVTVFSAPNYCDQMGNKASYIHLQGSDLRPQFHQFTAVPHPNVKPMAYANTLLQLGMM
# PP1 counter: PP1-alpha (human) inhibition in PP5 counter-screen. P62136. actives 0.9% (n = 320,000). inhibition, % at 6.7 µM. purified PP1alpha, OMFP fluorescence. AID 2235;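 active means inhibition above the mean inhibition of all tested compounds plus 3 SD, computed separately for each screening campaign, cut at about 15% in these data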
# proCasp7 act: counter-screen for procaspase-3 activators: activators of human procaspase-7; AID 463210; recombinant procaspase-7, Ac-DEVD-pNA absorbance 405 nm; D23A/D198A/D206A triple mutant, cannot self-cleave; scale: DMSO 0, 5 µM enzyme 100; activation, % at 8.5 µM; P55210; actives 0.093% (n = 330,000);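 active means percent activation above the screen-wide mean plus 3 SD, cut at about 25% in these data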
# Target sequence (P55210 whole entry D23A/D198A/D206A): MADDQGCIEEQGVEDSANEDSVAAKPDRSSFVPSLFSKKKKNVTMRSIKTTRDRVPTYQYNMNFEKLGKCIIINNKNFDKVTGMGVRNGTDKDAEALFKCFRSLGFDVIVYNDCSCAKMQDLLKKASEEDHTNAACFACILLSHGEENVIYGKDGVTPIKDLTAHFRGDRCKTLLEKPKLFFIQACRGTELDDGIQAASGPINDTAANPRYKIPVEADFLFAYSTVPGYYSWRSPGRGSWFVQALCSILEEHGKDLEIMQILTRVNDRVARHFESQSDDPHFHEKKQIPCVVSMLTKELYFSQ
#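 Material: Procaspase-7 triple mutant (PC-7 D3A) | Quantity: 2 µM procaspase-7 mutant as dispensed | Reagent: DEVD-pNA substrate | Times: 1 h preincubation, 2 h reaction | Technique: 405 nm absorbance of p-nitroaniline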
# procasp3 activ: procaspase-3 (human) activation. actives 0.11% (n = 330,000). recombinant procaspase-3 D3A, Ac-DEVD-pNA absorbance 405 nm. activation, % at 8.5 µM. P42574;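 active means activation above the mean of all tested compounds plus 3 SD, cut at about 21% in these data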;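 further: 0% = DMSO alone and 100% = DMSO wells spiked with extra 5 µM PC-3 D3A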
# Target sequence (P42574 whole entry D9A/D28A/D175A): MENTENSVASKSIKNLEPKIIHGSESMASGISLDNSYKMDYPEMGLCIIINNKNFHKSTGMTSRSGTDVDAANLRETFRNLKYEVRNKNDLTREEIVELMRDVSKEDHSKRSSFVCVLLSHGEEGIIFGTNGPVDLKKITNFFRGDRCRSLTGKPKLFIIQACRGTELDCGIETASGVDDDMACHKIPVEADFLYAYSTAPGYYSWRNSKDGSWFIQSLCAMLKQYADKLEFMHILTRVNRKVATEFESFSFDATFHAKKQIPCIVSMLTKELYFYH
#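 Test system: Procaspase-3 D3A mutant; medium: Zinc-free HEPES/NaCl buffer with 0.01% Triton X-100 at pH 7.4; reagent: DEVD-pNA substrate; doses: one concentration, 8.5 µM nominal, 0.8% DMSO; times: 1 h preincubation plus 2 h reaction at 25 °C; signal: Epi-absorbance at 405 nm of released p-nitroaniline, 0 and 120 min; replicates: singlicate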
# AHR activator: activators of human aryl hydrocarbon receptor; P35869; AHR-responsive luciferase reporter cells, luminescence; activation, % at 5 µM; actives 2.5% (n = 320,000); AID 2796; in the data active means activation above about 47%;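 further: 0% = vehicle wells and 100% = reference agonist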
# Fh CTSL1 inh: blocks F. hepatica cathepsin L1 in PFM18AAP counter-screen; recombinant F. hepatica cathepsin L1, Z-Leu-Arg-MCA fluorescence; inhibition, % at 5.96 µM; actives 0.49% (n = 300,000); AID 1906;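 active means inhibition above the mean of all tested compounds plus 3 SD, set per screening campaign, cut at about 17% in these data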;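 further: 0% = plate median of test compound wells and 100% = 1 µM Z-Phe-Ala-diazomethylketone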
# PAFAH2 FP inh: PAFAH2 (human) inhibition; recombinant PAFAH2, FP-rhodamine activity probe, fluorescence polarization; inhibition, % at 3.39 µM; actives 0.99% (n = 340,000);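 active means inhibition above the mean over all tested compounds plus 3 SD, cut at about 30% in these data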;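 further: inhibitors block probe labeling of enzyme so polarization drops; 0% = enzyme with DMSO and 100% = wells lacking PAFAH2 protein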
# TPT1 inhibitor: C. albicans TPT1 enzyme inhibition; recombinant caTPT1, FP RNA substrate dephosphorylation; AID 1962; inhibition, % at 5 µM; actives 0.81% (n = 300,000);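 active means inhibition above the mean of all tested compounds plus 3 SD, set per screening campaign, cut at about 24% in these data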;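 further: plate controls were DMSO alone for no effect and ferristatin control at 100 nM for full effect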
# HCV core dimer: HCV core protein dimerization inhibition; TR-FRET GST/Flag-core106 dimerization, 1536-well; actives 0.33% (n = 300,000); inhibition, % at 5 µM;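 active means inhibition above the mean of all tested compounds plus 3 SD, set per screening campaign, cut at about 45% in these data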
#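 Assay system: tagged HCV core106 pair (GST and Flag); medium: KF-containing HEPES buffer, pH 7.45, DTT, CHAPS, BSA; also added: Eu donor and XL665 acceptor anti-tag antibodies; dosing: 5 µM single dose; timing: compound-protein-antibody incubation 4 h at 22.5 °C; signal: TR-FRET 671 and 617 nm emission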
# An asterisk follows results filed as active; nt = not tested or not shown.
SMILES,PP5 primary,PP1 counter,proCasp7 act,procasp3 activ,AHR activator,Fh CTSL1 inh,PAFAH2 FP inh,TPT1 inhibitor,HCV core dimer
CC(C)(C)P(=O)(c1ccncc1)N1CCCC1 (stereo not given),2.1,-4,-4,0,0,-1,-2,0,-1
COC(=O)C1=C(c2ccc(F)cc2OCc2ccccc2)C[C@@H]2CC[C@H]1N2C(=O)NCc1cccc(F)c1,3.1,8,10,7,-1,nt,4,nt,nt
O=C(CN1CCCC1=O)N1CCOCC1,-0.8,-6,-2,12,1,6,3,-8,-10
O=S(=O)(c1ccc(Cl)cc1)N1CCCC1c1cccnc1 (stereo not given),0.3,0,2,4,0,-7,-1,-3,-5
CCOP(=O)(CN(CC)CCNP(=O)(OCC)OCC)OCC,0.4,-2,2,13,0,3,-3,-1,-3
COC(=O)C1=C(c2ccc(F)cc2F)C[C@@H]2CC[C@H]1N2C(=O)NCc1ccc(F)cc1,-0.5,0,1,5,0,nt,0,nt,nt
S=C1CN=C(c2ccccc2Cl)c2cc(Cl)ccc2N1,3.9,5,-7,6,7,1,0,3,6
COc1ccc2c(C)c(CC(=O)N3C[C@H]4C[C@@H](C3)c3cccc(=O)n3C4)c(=O)oc2c1,1.5,-2,3,-1,-1,1,7,-4,0
O=C(Nc1ccc(OC(=O)N2CCCCC2)cc1)N1CCOCC1,-0.2,-4,12,1,-11,3,0,0,4
CC[C@@]1(O)C(=O)OCc2c1cc1n(c2=O)Cc2cc3ccccc3nc2-1,0.5,6,-59,-58,4,2,nt,-3,-6
CC(=O)NC(=O)NC(C)Cc1ccccc1 (stereo not given),0.0,0,-3,5,-2,-2,-2,-7,-4
CCC(=Nc1ccc2c(c1)CCC2)c1c(O)n(C)c(=O)n(C)c1=O,1.5,-2,-2,6,-1,-7,5,-1,6
CCCC(C)n1[nH]c(=O)c2c1NC(=O)CSC2c1ccccc1 (stereo not given),-0.1,-2,9,5,-1,-4,5,-2,-5
CC(C)NS(=O)(=O)c1ccc(OCC(=O)N2CCN(Cc3ccccc3)CC2)cc1,3.9,2,0,0,-2,0,6,0,3
CN(C)c1nc(OCCNC(=O)COc2ccc(Cl)cc2Cl)nc(N2CCCCC2)n1,-3.4,-2,-13,4,0,5,6,1,4
CC[C@@]1(O)C(=O)OCc2c1cc1n(c2=O)Cc2cc3c(NC(=O)CN)cccc3nc2-1,1.8,8,-96,-109,-1,4,-3,1,14
CC12CN3CC(C)(CN(C1)C3c1ccco1)C2=O (stereo not given),1.2,0,-8,10,-3,-4,-9,1,9
CCC(=NCc1cccnc1)c1c(O)n(Cc2ccccc2)c(=O)[nH]c1=O,3.8,-6,-27,-10,34,-3,6,0,2
Cc1cccc(-n2c(O)c(C=NCCN3CCNCC3)c(=O)[nH]c2=S)c1,2.1,4,-2,-5,0,3,4,0,0
c1ccc2c(CN3CCCCCCC3)c[nH]c2c1,-0.4,-2,-6,-3,15,2,1,3,-4
CCOP(=O)(OCC)C(NC(=O)c1ccc(C)cc1)C(Cl)(Cl)Cl (stereo not given),-0.1,-2,0,-2,4,-2,-3,-1,2
COC(=O)[C@]1(C)C[C@H]1[C@H](NP(=O)(c1ccccc1)c1ccccc1)c1ccccc1,5.3,0,5,1,1,-1,-5,1,-7
S=C=Nc1cccc(C2(N3CCCCC3)CCCCC2)c1,1.2,-2,-12,-10,-1,1,3,-2,1
Cc1ccc(OCC(=O)Nc2ccc(Cl)cc2C(=O)c2ccccc2)cc1,-0.7,0,2,-1,-1,-1,3,-4,-3
COc1ccc(CCNCc2ccccc2F)cc1,1.3,-1,15,1,0,-8,-4,-1,11
CN1CCN(c2ccc(N)cc2Cl)CC1,2.9,0,-10,2,-3,-1,nt,-1,-2
CCCCCCCC(=O)NC(Oc1ccccc1[N+](=O)[O-])C(Cl)(Cl)Cl (stereo not given),2.6,-2,-3,5,1,-2,-4,-2,-5
CCCOP(=O)(OCCC)C(NC(=O)c1ccccc1)=C(Cl)Cl,1.5,1,-4,8,4,-2,-5,-5,-6
COc1cc2[nH]c(=O)n(-c3cccc(Cl)c3)c(=O)c2cc1OC,3.9,-2,1,-3,-4,0,-3,-1,-5
COC(=O)C1=C(c2ccc(Cl)c(C(F)(F)F)c2)C[C@@H]2CC[C@H]1N2C(=O)NCc1ccco1,3.5,-3,0,-3,-2,nt,6,nt,nt
O=C1/C(=C/c2ccc3c(c2)OCO3)N2CCC1CC2,-3.5,-1,2,0,7,4,7,0,0
CCCNC(=O)N1[C@H]2CC[C@@H]1C(C(=O)OC)=C(c1ccc(OC(F)(F)F)cc1)C2,1.1,2,16,7,1,nt,7,nt,nt
O=C(c1c[nH]cc1-c1ccccc1)c1cccc2ccccc12,5.8,-5,7,5,9,8,-4,-1,-6
CCCCOC(=O)c1ccccc1C(=O)OCc1ccccc1,0.8,4,-2,8,0,nt,3,nt,nt
COc1ccc(Cn2c(O)c(/C=N/NC(=O)c3ccccc3)c(=O)[nH]c2=O)cc1,0.2,5,-31,-6,6,2,16,8,-8
COC(=O)C1=C(c2cccc(C#N)c2)C[C@@H]2CC[C@H]1N2C(=O)NC1Cc2ccccc2C1,2.3,-1,-4,7,2,nt,-43,nt,nt

# Reprinted from the part before: 4 compounds; new compounds follow.
SMILES,PP5 primary,PP1 counter,proCasp7 act,procasp3 activ,AHR activator,Fh CTSL1 inh,PAFAH2 FP inh,TPT1 inhibitor,HCV core dimer
O=C(c1c[nH]cc1-c1ccccc1)c1cccc2ccccc12,5.8,-5,7,5,9,8,-4,-1,-6
CCCCOC(=O)c1ccccc1C(=O)OCc1ccccc1,0.8,4,-2,8,0,nt,3,nt,nt
COc1ccc(Cn2c(O)c(/C=N/NC(=O)c3ccccc3)c(=O)[nH]c2=O)cc1,0.2,5,-31,-6,6,2,16,8,-8
COC(=O)C1=C(c2cccc(C#N)c2)C[C@@H]2CC[C@H]1N2C(=O)NC1Cc2ccccc2C1,2.3,-1,-4,7,2,nt,-43,nt,nt
Cc1ccccc1NS(=O)(=O)c1ccc(OCC(=O)N2CCN(C)CC2)cc1,1.9,-7,-6,-3,-1,-1,1,1,-5
COC(=O)C1=C(c2ccc(S(C)(=O)=O)cc2)C[C@@H]2CC[C@H]1N2C(=O)NCc1ccccc1,2.7,-2,-4,3,-3,-2,8,-3,7
CC(C(=O)c1ccc2ccccc2c1)N1CCCCC1 (stereo not given),-1.3,-1,4,-9,-3,4,1,-1,-2
CCOC(=O)C1CCN(/C=C2/C(=O)NC(=S)N(c3cccc(OC)c3)C2=O)CC1,0.0,-3,1,-1,-1,0,0,5,-7
CCN1CCN(c2cc(N3CCCC3)c(F)cc2[N+](=O)[O-])CC1,-0.7,-5,-1,4,4,10,-3,2,0
COC(=O)C1=C(c2ccc(C(C)=O)cc2)C[C@@H]2CC[C@H]1N2C(=O)N1CCC(C)CC1,2.6,-3,2,-10,0,nt,-1,nt,nt
N#CC(C#N)=Cc1ccc(O)c(O)c1,-0.5,-4,-8,0,10,4,11,-1,0
CC(=O)c1c(O)n(C2CCCCCC2)c(=O)[nH]c1=O,0.3,1,-17,-14,-1,-1,1,11,-3
COc1ccc(N2C(=O)NC(=O)/C(=C\c3ccc([N+](=O)[O-])s3)C2=O)cc1,2.5,4,-18,-7,2,-1,27,13,2
O=C(c1ccc(CS(=O)(=O)c2ccc(Br)cc2)o1)N1CCC2(CC1)OCCO2,-1.6,-3,4,-6,3,3,2,-2,1
O=C1NC(=O)N(c2ccccc2)C(=O)/C1=C/c1ccc(Sc2ccccc2)o1,-1.2,0,-15,-4,2,4,39*,1,9
CC(=O)Nc1ccc2c(c1)CC1(C(=O)N(C)C(=O)N(C)C1=O)C1CCCN21 (stereo not given),1.4,0,3,-1,9,-1,-7,1,-1
C1CC2NCCC3NCCC(N1)N32 (stereo not given),0.5,-2,-5,-6,0,5,1,-1,-1
CCCCCCCCn1sccc1=O,1.2,6,-22,-20,0,nt,8,nt,nt
COc1ccc(/C=C2\C(=N\O)C3CCN2CC3)cc1,3.6,-1,-6,1,10,0,8,-8,-2
O=C(O)c1cccc(NC(=O)N2C[C@H]3C[C@@H](C2)c2cccc(=O)n2C3)c1,2.8,-3,0,4,0,-1,3,3,-2
COc1ccc2[nH]c3c(c2c1)CCN=C3C,0.9,10,-9,3,0,-1,-12,33*,2
CCCCn1c(=O)c(C=Nc2ccc(Cl)cc2)c(O)n(Cc2ccco2)c1=O,-0.7,-1,2,0,-2,3,-18,12,15
c1cncc(C2CCCCN2)c1 (stereo not given),4.9,-4,1,12,3,-1,0,-4,3
COc1ccc(-n2c(Cc3cccc([N+](=O)[O-])c3)nc3ccccc3c2=O)cc1,3.0,1,0,9,0,4,-5,0,-11
CC(=O)C1(c2ccccc2)CCN(C(=O)C2CCC(=O)N(CCc3cccc(F)c3)C2)CC1 (stereo not given),3.9,-1,9,4,-2,5,5,0,5
COc1c(/C=C2/C(=O)NC(=O)N(C)C2=O)c(CCN(C)C(=O)c2ccccc2)cc2c1OCO2,0.5,-3,1,-1,34,-1,0,-1,1
O=C(NCc1cccnc1)C(Cl)(Cl)Cl,1.0,0,-7,8,0,0,3,-4,-13
COc1cccc(-n2c(O)c(C=NCCN3CCNCC3)c(=O)[nH]c2=S)c1,1.6,4,1,2,-1,-2,4,-4,0
COc1ccc(OC)c(-n2c(O)c(C=NCCN3CCNCC3)c(=O)[nH]c2=S)c1,0.1,-1,4,8,0,1,-6,-1,2
CCOC(=O)c1c(C)n(C(C)C)c2ccc(OC(=O)c3ccc(N4C(=O)CCC4=O)cc3)cc12,2.7,1,7,-1,11,6,0,0,8
CC1CN=C(Nc2ccc(N(C)C)cc2)S1 (stereo not given),0.5,-6,0,8,15,-4,3,-1,-6
COCC(C)OC(=O)c1c(N)n(Cc2ccco2)c2nc3ccccc3nc12 (stereo not given),0.8,2,-9,-12,63*,5,-6,4,1
CC(C(N)=O)N1CC(c2ccccc2)CC1=O (stereo not given),-1.2,-7,-5,-6,2,2,4,-3,-7
Cn1cc(C(=O)NC2CC2)c2ccccc21,0.8,-4,4,11,1,-1,4,2,1
CN1CCC(O)(c2ccccc2)C2CCCC21 (stereo not given),2.6,-3,8,-1,-2,-1,-1,1,-3
Cc1cc(OC(=O)N(C)C)n(-c2ccccc2)n1,3.9,-3,4,-5,1,1,5,-9,-1
O=C1NC(=O)N(c2ccccc2)C(=O)/C1=C\c1ccccc1[N+](=O)[O-],2.4,-1,-18,-16,7,-2,9,1,-8
Cc1cccc(NC2=NCCCS2)c1C,-0.1,3,-6,5,1,-1,2,1,-1
O=c1[nH]c(O)c(N=Nc2ccc(S(=O)(=O)N3CCOCC3)cc2)c(=O)[nH]1,-1.1,2,-17,2,-1,2,2,-3,4
O=C(Nc1cccc(OC(=O)N2CCCCC2)c1)N1CCOCC1,-1.9,-4,-1,-1,0,-1,6,1,2

# Screening data (PubChem BioAssay)

# An excerpt; rates above refer to the full screens.
